# Assay outcomes as filed in PubChem BioAssay.
# MsrA act: activators of bovine methionine sulfoxide reductase A. purified bovine MsrA, absorbance read-out. AID 602163. 0.3% of 360,000 active. activation, % at 10.6 µM; in the data active = activation above about 7.5%;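 note: 0% = vehicle and 100% = reference activator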
# MsrA inhibitor: bovine MsrA inhibition | AID 651718 | 0.75% of 360,000 active | purified bovine MsrA, absorbance read-out | inhibition, % at 15.5 µM; in the data active = inhibition above about 4.5%;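 note: 0% = vehicle wells with enzyme and 100% = reference inhibitor wells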
# Neddylation inh: cullin neddylation inhibition. P61081+Q13564. TR-FRET cullin neddylation, biochemical. calls only at 25 µM. 0.58% of 360,000 active. AID 651699; in the data active = inhibition above about 36%
# FAS-TE inh: FAS thioesterase (human) inhibition; 0.67% of 360,000 active; inhibition, % at 15 µM; recombinant FAS-TE, OMFH fluorogenic substrate, fluorescence endpoint; P49327;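 active = compounds whose normalised, plate-corrected inhibition of enzyme fluorescence in the single-dose primary screen is 50% or more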;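 note: 0% = DMSO with enzyme and 100% = substrate without enzyme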
# MT1-MMP act inh: inhibitors of human MT1-MMP activation. P50281. GFP/RFP ratio change, % at 20 µM. AID 651647. HT1080 RFP-PRO-GFP cells, GFP/RFP ratio fluorescence, overnight; percent of plate control window, DMSO zero. 0.061% of 360,000 active;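 active = GFP/RFP ratio change of at least 30% with cell ATP level not reduced by more than half and red fluorescence within 50% of control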; note: strong numbers were not always called active
#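 Assay system: RFP-PRO-GFP reporter HT1080 cells; read-out basis: GFP/RFP fluorescence ratio; benchmarks: DMSO wells and RFP-L50D-GFP cells; doses: 20 µM single dose, 1% DMSO; schedule: overnight cell settling, then overnight compound exposure, 37 °C, 5% CO2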
# CendR NRP1 mod: alters CendR peptide binding to human NRP-1. O14786. FAM-RPARPAR peptide binding to NRP-1, fluorescence polarization. inhibition, % at 25 µM. 0.85% of 360,000 active;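 active = inhibition or corrected inhibition above about 18%, plus a signal ratio from 0.5 to 1.5, limit read from the data, passing the limit was not always enough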; note: strong numbers were not always called active
# Rin1 Abl inh: blocks binding of human Rin1 to Abl; P00519+Q13671; TR-FRET Rin1/Abl binding, biochemical; inhibition, % at 7.35 µM; 0.4% of 360,000 active; AID 588664; in the data active = inhibition above about 5%, passing the limit was not always enough
# SKN-1 inh: inhibitors of C. elegans SKN-1. 0.49% of 360,000 active. AID 624304. C. elegans VP596 Pgst-4::GFP/RFP ratio, acrylamide-induced, 24 h. inhibition, % at 21.8 µM;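 active = interference check ratio from 0.5 to 1.5 plus GFP to RFP signal ratio inhibition reaching or exceeding a fixed threshold, cut at about 30% in these data, passing the limit was not always enough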; note: some compounds called inactive have numbers as strong as hits
# eLon inh: E. coli protease La inhibition; purified E. coli Lon protease, fluorescence polarization; AID 602123; 0.42% of 360,000 active; inhibition, % at 7.94 µM; P0A9M0; in the data active = inhibition above about 13%, passing the limit was not always enough;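 note: 0% = enzyme with probe and DMSO and 100% = no enzyme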
# An asterisk follows results filed as active; i = inactive; . = not tested or not shown; + = active, no number; & = joins results of further samples.
SMILES,MsrA act,MsrA inhibitor,Neddylation inh,FAS-TE inh,MT1-MMP act inh,CendR NRP1 mod,Rin1 Abl inh,SKN-1 inh,eLon inh
O=C(NC1CCN(S(=O)(=O)c2ccc(F)cc2)CC1)c1ccco1,-1,-0.2,i,-3,3,21,-4,2,-12
CCn1c(=O)c(C(=O)Nc2ccccc2C)c(O)c2ccccc21,-4,-1.5,i,14,0,-6,4,6,-12
Cn1c(N)c(Sc2ccc(F)cc2)c(=O)n(C)c1=O,-12,-0.9,i,-10,1,-7,-1,5,-6
Nc1ccc(C(=O)N2CCCC2)cc1,0,-0.3,i,-5,3,5,1,10,7
O=C(/C=C/c1cccc([N+](=O)[O-])c1)c1ccco1,2,1.3,i,3,6,-4,0,-5,-5
CCC(Oc1ccccc1)C(=O)Nc1ccc(-c2nnc(-c3ccco3)o2)cc1 (configuration not stated),-2,0.9,.,18,-4,3,1,2,-10
Cc1cc2c3c(c1C)C(=O)C(=O)N3C(C)(C)CC2C (configuration not stated),-2,0.2,i,5,1,3,-6,4,0
CC(O)c1cccc(NC2=CC(=O)CC(C)(C)C2)c1 (configuration not stated),-5,-0.2,i,-11,5,-3,-2,1,-1
CCN(CC)c1ccc(/C=N/NC(=O)c2cccc(N3CCCC3=O)c2)cc1,-4,2.2,+,2,4,-3,-3,8,-2
NC(=O)C1=C[C@@H](c2coc3ccccc3c2=O)C[C@@H](OCc2ccc(CO)cc2)O1,-1,-0.9,i,-4,-3,5,3,6,-5

# Arranged by length of the SMILES (ascending): 4 of the compounds above.
SMILES,MsrA act,MsrA inhibitor,Neddylation inh,FAS-TE inh,MT1-MMP act inh,CendR NRP1 mod,Rin1 Abl inh,SKN-1 inh,eLon inh
Cn1c(N)c(Sc2ccc(F)cc2)c(=O)n(C)c1=O,-12,-0.9,i,-10,1,-7,-1,5,-6
Cc1cc2c3c(c1C)C(=O)C(=O)N3C(C)(C)CC2C (configuration not stated),-2,0.2,i,5,1,3,-6,4,0
CCn1c(=O)c(C(=O)Nc2ccccc2C)c(O)c2ccccc21,-4,-1.5,i,14,0,-6,4,6,-12
O=C(NC1CCN(S(=O)(=O)c2ccc(F)cc2)CC1)c1ccco1,-1,-0.2,i,-3,3,21,-4,2,-12

# Going on with the list.
SMILES,MsrA act,MsrA inhibitor,Neddylation inh,FAS-TE inh,MT1-MMP act inh,CendR NRP1 mod,Rin1 Abl inh,SKN-1 inh,eLon inh
NS(=O)(=O)c1cccc(NC(=O)Nc2ccc(Cl)cc2)c1,-3,-0.9,i,6,.,-1,2,10,11
O=C(COc1ccc(Cl)cc1)Nc1nnc(C2=COCCO2)o1,2,0.0,i,-2,-2,4,-2,0,-3
CCC1=C(OC(=O)N(CC)CC)N2C(=O)OC(=NCC3CC3)[C@]2(Cc2ccccc2)[C@H]2C1=CC[C@H]1C(=O)NC(=O)[C@H]12,0,-0.8,i,-6,-6,8,4,13,-10
CN1/C(=C\C(=O)C[n+]2ccc(C(=O)c3ccccc3)cc2)C(C)(C)c2ccccc21,-4,2.1,i,0,-10,4,-1,5,1
Cc1ccc[n+](-c2nc3ccccc3nc2C(=C=[N-])C#N)c1,-4&-9,-1.1&0.0,i,-3&-9,-4&-4,-114&-109,-15&-7,14&13,-17&-12
C=CCSc1nc(C)cc(/C=C\c2ccccc2)c1C#N,-2,0.7,i,17,6,3,-4,-12,-13
CC(C)N(Cc1cnn(C)c1)C(=O)c1ccc(OC2CCN(Cc3ccccn3)CC2)cc1,-1,2.0,i,-7,5,12,8,9,0
Cc1ccc(N(CC(=O)N2CCN(c3ccc(F)cc3)CC2)S(=O)(=O)c2c(C)nn(C)c2C)cc1,-3,0.3,i,0,0,-4,0,4,-9
CCCC(=O)OCC(=O)Nc1cc([N+](=O)[O-])ccc1OC,-9,4.6*,i,37,-1,-3,3,-3,0
Cc1ccc(NC(=O)COc2ccc3c(c2)OCO3)c(Cl)c1,-12,-0.6,i,-2,3,1,2,7,-10
COc1cc2c(C(=O)NCCN(C)C)cn(CC(C)C)c(=O)c2cc1OC,-10,-0.6,i,-5,-12,-2,-4,-2,-11
CCC(=O)Nc1c(C#N)c2nc3ccccc3nc2n1C1CCCCC1,-1,-0.6,i,-4,-2,2,-3,-12,0
CC1CCc2cc(F)ccc2N1S(=O)(=O)c1ccc(F)cc1 (configuration not stated),-5,2.1,i,23,-4,-2,2,19,-1
Cc1cccc(C)c1NC(=O)C(c1ccccc1)N1CCC2(CC1)OCCO2 (configuration not stated),-1,1.2,i,-1,1,11,-1,4,-1
O=C(O)c1cc(NCc2ccccc2)ccc1N1CCOCC1,0,-0.4,i,-6,0,-7,1,8,2
CCCSC1=C(C#N)C(c2ccc(OC)cc2)C2=C(CC(C)(C)CC2=O)N1 (configuration not stated),-10,1.5,i,7,-15,0,-3,7,1
CCOc1cc(CN2CCSCC2)ccc1O,-12,0.2,i,-10,4,0,-5,-2,0
CC(=O)c1cccc(NC(=O)C2CCN(S(=O)(=O)c3cccs3)CC2)c1,-1,-0.2,i,-4,3,4,-2,17,5
Cc1ccc(NC(=O)CN(C)C(=O)C(C)N2CCN(Cc3ccccc3C)CC2)cc1 (configuration not stated),3,-0.9,i,-6,-3,0,3,-6,1
CN(C(=O)COC(=O)Cn1c(C(F)(F)F)nc2ccccc21)c1c(N)n(Cc2ccccc2)c(=O)[nH]c1=O,-7,1.8,i,-5,-2,-6,-2,7,-2
c1ccc(CC2CCN(c3nnnn3-c3ccccc3)CC2)cc1,-4,0.4,i,11,-5,-1,-1,-5,-10
O=C(NC12CC3CC(CC(C3)C1)C2)c1ccc(S(=O)(=O)N2CCOCC2)cc1,-3,1.1,i,7,10,2,-1,5,2
Oc1cccc(C(Nc2nccs2)c2ccc3cccnc3c2O)c1 (configuration not stated),-2,0.1,i,5,3,-5,2,2,0
CCOc1ccc(NC(=O)CN(C)C(=O)c2nc3nc(C)cc(C)n3n2)cc1OCC,1,1.0,i,-7,2,8,-2,14,-3
CCN1C(=O)/C(=C2\C=Cc3ccccc3N2CC)OC1=S,-4,0.2,i,16,0,-121,-3,31,-10
CCOc1ccc(CCNS(=O)(=O)c2cccc3nsnc23)cc1OCC,-4,0.3,i,-1,1,16,-3,6,12
O=C(N/N=C/c1ccco1)c1ccc2nc[nH]c2c1,-4,1.8,i,-5,0,11,-1,3,-5
Cc1ccc(NC(=O)NC(=O)COC(=O)c2ccc(O)cc2O)c(C)c1,1,-0.8,i,-4,-2,-3,-4,1,2
CC(=O)Nc1ccc(S(=O)(=O)N2CCN(c3nc(C)cc(C)n3)CC2)cc1,-4,-1.6,i,-3,3,2,1,16,-10
Cc1ccc(NC(=O)CN2C(=O)NC(C)(CCc3ccccc3)C2=O)cc1 (configuration not stated),-15,-0.4,i,4,8,2,-1,-5,-1
CC(C)(CNC(=O)CNC(=O)C1CCCCC1)N1CCOCC1,-4,-1.4,i,-11,-1,-8,1,-11,8
CC(C)C[C@H](NC(=O)OC(C)(C)C)c1n[nH]c(=S)n1N,2,0.2,i,-22,3,-4,1,0,-3
O=C(O)C(NC(=O)c1ccccc1)=C(Cl)Cl,-2,-0.9,i,-7,2,-2,6,14,-8
O=C(CCC(=O)Nc1ccccc1)N/N=C/c1cccnc1,0,0.3,i,-7,-1,2,-2,27,-4
COc1ccc(C(=O)NCC(=O)OCC(=O)N2CCN(S(=O)(=O)c3ccccc3)CC2)cc1,-7,0.6,i,-7,-1,8,1,0,-2
CCOc1ccc(-c2ncncc2-c2ccc(OC)c(OC)c2)c(O)c1,7,-0.4,i,-1,-2,6,-3,4,0
Cc1ccc(C)c(/C(O)=C2\C(=O)C(=O)N(CCCn3ccnc3)C2c2cccnc2)c1 (configuration not stated),2,3.5,i,-3,2,12,1,-7,-7
CN(CC(=O)NCCN1CCOCC1)S(=O)(=O)c1ccc(Cl)cc1,-7,0.3,i,-6,-2,10,0,-17,4
CNc1cc([N+](=O)[O-])ccc1N/C=C/C(=O)c1ccc2c(c1)OCO2,-4,2.4,i,-4,11,-3,-7,-9,-3
CC(C)(C)C(=O)N1N=C(c2cccc(NS(C)(=O)=O)c2)CC1c1cccs1 (configuration not stated),-3,-0.1,i,2,-2,4,1,7,-6
COc1ccc(CN(C)CCc2ccccn2)cc1OC,2,1.1,i,-5,-1,1,0,16,3
O=C(COC(=O)c1cc(-c2ccccn2)nc2ccccc12)Nc1ncc(C(F)(F)F)cc1Cl,-4,1.0,i,-2,1,2,-4,4,5
Cn1c(=O)c2c(SCC(=O)N3CCCc4ccccc43)nc(CC(C)(C)C)nc2n(C)c1=O,-4,.,i,35,-1,-6,1,14,-7
CC12COC3(P(=O)(c4ccccc4)c4ccccc4)CC1CCC23CP(=O)(c1ccccc1)c1ccccc1 (configuration not stated),-2,0.1,i,11,-11,1,2,-5,0
COc1cc(NC(=O)Cc2ccccc2)c(C(=O)O)cc1OC,-1,1.5,i,-7,-2,5,3,5,4
O=C(NN=C1c2ccccc2-c2ccccc21)c1ccccc1,-8,1.4,i,9,2,-3,-3,14,5
COc1ccc(C(=O)NC(Nc2ccc(C)cc2)C(Cl)(Cl)Cl)cc1 (configuration not stated),-3,-0.6,i,25,-13,13,-4,10,10
COc1ccccc1N(CC(=O)NCCSCc1ccccc1)S(=O)(=O)c1ccccc1,3,-0.2,i,13,1,2,-5,-5,9
COc1ccc(OC)c(C2CC(=O)C3=C(C2)NC(=O)CC3c2ccc(O)c(OC)c2)c1 (configuration not stated),-5,-0.6,i,-5,-3,10,2,3,-17
O=C(c1ccccc1)c1c[nH]c2ccccc12,-4,1.8,i,0,1,-13,-3,28,5
# More records.
SMILES,MsrA act,MsrA inhibitor,Neddylation inh,FAS-TE inh,MT1-MMP act inh,CendR NRP1 mod,Rin1 Abl inh,SKN-1 inh,eLon inh
Cc1ccc(CN2CCN(CC(=O)NCc3ccc(Cl)cc3)C2=O)cc1,-4,-0.1,i,3,1,10,1,28,3
Cc1ccc(Cc2c(-c3ccc(F)cc3)nc3c(C)cc(Br)cn23)cc1,0,.,i,16,-2,-7,-2,2,-9
O=C1NC2(CCCC2)C(=O)N1CCS(=O)(=O)Oc1ccccc1,-8,-0.6,i,-2,2,10,1,5,-3
Cc1nn(CC(=O)N2N=C(C(F)F)CC2(O)C(F)F)c(C)c1[N+](=O)[O-] (configuration not stated),-1,0.3,i,-11,2,0,2,-8,7
O=c1c2ccccc2[nH]c(=S)n1CCN1CCCC1,-12,-0.8,i,-7,-1,-8,6,0,2
CCC(C)Sc1nnc(NC(=O)C2CCN(C(=O)c3ccco3)CC2)s1 (configuration not stated),-7,-0.7,i,-4,0,-2,6,18,1
O=C(N[C@@H](c1ccccc1)[C@@H]1C[C@H]1C(=O)NCc1ccccn1)OCc1ccccc1,-1,1.1,i,-6,-3,-4,-2,8,-6
C=CCSC1=Nc2sccc2C2=NC(=O)CN12,-5,0.7,i,-8,-2,-26,1,-4,-15
CC(=O)c1ccc(OC2(C)CCN(Cc3csc4ccccc34)C2)cc1 (configuration not stated),-3,-0.4,i,12,1,8,-1,-2,4
Cc1cccnc1C(c1ccc(F)cc1)N(C)C(=O)C1CCN(CCOc2ccc(Cl)cc2Cl)CC1 (configuration not stated),0,-0.8,i,19,-1,-5,0,19,-8
c1ccc(-c2nc3ccccc3s2)nc1,2&-5,1.7&-0.6,i,-2&1,0&2,-10&-3,0&1,10&16,6&14
COc1cc(C(=O)NCC2CCCCC2)cc(OC)c1OC,-3,-0.5,i,-2,-2,11,1,12,-3
O=C(Nc1ccc2c(c1)OCO2)c1ccc2c(c1)OCO2,-1,-0.4,i,-13,2,3,1,-2,-14
CC(C)[C@@H](C(=O)N1CCCC1)N1C(=O)N2CCc3c([nH]c4ccccc34)[C@@]2(C)C1=O,3,0.9,i,-6,0,-2,-1,3,-4
